aSyn rescue – qHTS of alpha-syn Inhibitors; Potency, µM (doses to about 46.1 µM), without a hit: top-dose growth rescue (activation), usual class: activators; actives 0.14% (n = 370,000); Yeast expressing alpha-synuclein, growth rescue, BacTiter-Glo, 24 h; AID 652106, 2013; note: potency is the fitted concentration of half-maximal effect; % of control where 0% means no effect; nearly all actives have a fitted effect of over 65% in size
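Readout is rescue of growth in alpha-synuclein-expressing yeast, so inhibitors of toxicity appear as activators. Growth after 24 hr at 30 deg C in galactose medium is quantified by luminescence.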
IL2 activator – qHTS of IL-2 Activators; IL-2 activation reporter assay, cell-based qHTS; stimulated with anti-CD3/CD4/CD28 beads; in transgenic mouse T cells; activation, % (series mostly up to about 46 µM); actives 0.065% (n = 360,000); AID 652025, 2013; in the data active = activation above about 50%; inconclusive = mostly about 30% to 49%; note: 0% is about no effect
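Readout: EGFP and DsRed signals by fluorescent plate cytometry. Unstimulated transgenic mouse T cells received compound 60 min before antibody-bead stimulation, then incubated 18 h at 37 degrees C.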
Abeta rescue – qHTS for compounds that reverse cellular toxicity of Amyloid beta (A-beta) peptide in yeast: Primary Screen; yeast expressing A-beta42, growth rescue, OD600, 48 h; response scale: 0% DMSO, 100% iron-clioquinol control; Potency, µM (series often up to 46.1 µM), for the others: at the highest dose growth rescue, most hits filed as activators; actives 0.063% (n = 410,000); note: potency is the fitted concentration of half-maximal effect; nearly all actives have a fitted effect of over 55% in size
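Yeast growth medium received pinned compounds, then yeast cells expressing toxic A-beta were added; plates incubated at 30 C for 48 hr. Growth read as absorbance at 600 nm, normalized to DMSO and equimolar FeCl3 plus clioquinol controls.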
EPAC1 antag – qHTS for Antagonist of cAMP-regulated guanine nucleotide exchange factor 3 (EPAC1): primary screen. actives 0.14% (n = 360,000). AID 720709, 2013. EPAC1 GEF assay, Rap1b-BODIPY-GDP exchange fluorescence. Potency, µM (series often up to 115 µM), for the others: at the highest dose activity change, negative = inhibition, usual class: inhibitors;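 note: potency is the fitted concentration of half-maximal effect; plate controls were vehicle for no effect and positive control for full effect; nearly all actives have a fitted effect of over 50% in size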
Target sequence (O95398 whole entry, looked up): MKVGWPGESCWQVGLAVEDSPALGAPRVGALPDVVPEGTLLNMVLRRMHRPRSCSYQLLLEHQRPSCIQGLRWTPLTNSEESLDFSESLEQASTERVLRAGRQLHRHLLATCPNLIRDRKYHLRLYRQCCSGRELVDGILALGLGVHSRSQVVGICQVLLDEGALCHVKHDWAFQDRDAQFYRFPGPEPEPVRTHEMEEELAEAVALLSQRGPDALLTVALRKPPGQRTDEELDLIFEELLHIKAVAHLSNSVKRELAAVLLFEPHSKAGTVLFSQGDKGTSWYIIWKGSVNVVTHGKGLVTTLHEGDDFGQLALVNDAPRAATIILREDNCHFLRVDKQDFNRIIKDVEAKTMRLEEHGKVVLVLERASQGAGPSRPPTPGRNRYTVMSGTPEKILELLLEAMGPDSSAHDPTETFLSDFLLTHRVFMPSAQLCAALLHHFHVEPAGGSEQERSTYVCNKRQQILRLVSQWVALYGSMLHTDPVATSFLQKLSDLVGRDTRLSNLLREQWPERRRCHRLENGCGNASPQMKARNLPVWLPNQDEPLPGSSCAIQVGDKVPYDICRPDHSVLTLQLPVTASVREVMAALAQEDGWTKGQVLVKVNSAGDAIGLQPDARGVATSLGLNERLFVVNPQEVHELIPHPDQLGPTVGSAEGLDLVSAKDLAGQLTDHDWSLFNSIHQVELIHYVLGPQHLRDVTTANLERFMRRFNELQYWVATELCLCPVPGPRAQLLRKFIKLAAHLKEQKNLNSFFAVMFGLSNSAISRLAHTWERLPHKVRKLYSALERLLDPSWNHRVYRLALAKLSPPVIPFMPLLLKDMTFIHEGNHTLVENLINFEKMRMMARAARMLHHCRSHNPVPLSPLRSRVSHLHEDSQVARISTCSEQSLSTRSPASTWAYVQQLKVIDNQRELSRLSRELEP
PLK1 PBD block – qHTS for Inhibitors of PLK1-PDB (polo-like kinase 1 - polo-box domain): Primary Screen. Potency, µM, for the others: max response, negative = inhibition, actives largely listed as inhibitors. actives 2.8% (n = 360,000). AID 720504, 2013. Plk1 PBD binding of FITC phosphopeptide, fluorescence polarization; note: potency is the fitted concentration of half-maximal effect; series mostly up to about 57 µM; % is set by controls: 0 for no effect and ±100 for the full control effect; nearly all actives have a fitted effect of over 65% in size
EPAC1 agonist – qHTS for Agonist of cAMP-regulated guanine nucleotide exchange factor 3 (EPAC1): primary screen; Rap guanine nucleotide exchange factor 3 (Homo sapiens), O95398; EPAC1 agonist qHTS, biochemical assay; response scale: 100% = response to 6.5 mM cAMP; Potency, µM (highest dose often 154 µM), inactives show top-dose activation, most hits filed as activators; actives 0.073% (n = 360,000); note: potency is the fitted concentration of half-maximal effect; nearly all actives have a fitted effect of over 60% in size
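Multi-concentration qHTS readout: loss of Rap1B-bound BODIPY-GDP fluorescence driven by 100 nM EPAC1 with excess GDP (50 uM), monitored kinetically at room temperature; agonist response expressed relative to 6.5 mM cAMP.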
PI5P4K alpha inh – qHTS for Inhibitors of phosphatidylinositol 5-phosphate 4-kinase (PI5P4K) | max response, % | actives 1.2% (n = 330,000) | PI5P4Kalpha enzyme, ADP-Glo luminescence, 60 min; hits give low values | Phosphatidylinositol 5-phosphate 4-kinase type-2 alpha (Homo sapiens), P48426 | AID 652105, 2013; active = max response of -50% or lower; inconclusive = between -30% and -50%; inactive = -30% or higher; note: value at the top dose of about 77 µM; % is set by controls: 0 for no effect and ±100 for the full control effect
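PI5P4Kalpha ADP-Glo assay; 5 microM ATP final; 60 min RT reaction; HEPES pH 7.4/EGTA/CHAPS, 5% DMSO; controls lacking substrate or enzyme; luminescent end-point.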
FUS yeast rescue – qHTS for Suppressors of FUS Proteinopathy: Primary screen using FUS-linked yeast assay | S. cerevisiae FUS-expressing, growth rescue, OD600, 24 h | Potency, µM (highest dose often 76.6 µM), inactives show at the top dose growth rescue (activation), hits mostly activators | actives 0.24% (n = 390,000);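 note: potency is the fitted concentration of half-maximal effect; plate controls were DMSO vehicle for no effect and reference control for full effect; nearly all actives have a fitted effect of over 55% in size; some results filed as inactive show a strong effect at the top dose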
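Quantitative HTS measuring growth restoration of FUS-toxic yeast. Galactose-induced cells (OD 0.005) were exposed 24hr at 30C to compounds at several concentrations, then absorbance at 600 nm was recorded.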
WRN inhibitor – qHTS for Inhibitors of WRN Helicase; Bifunctional 3'-5' exonuclease/ATP-dependent helicase WRN (Homo sapiens), Q14191; WRN helicase unwinding, fluorescent forked duplex, kinetic; Potency, µM (series often up to 114 µM), inactives show at the top dose activity change, negative = inhibition, hits mostly inhibitors; actives 0.46% (n = 360,000); AID 651768, 2012; note: potency is the fitted concentration of half-maximal effect; % is set by controls: 0 for no effect and ±100 for the full control effect; nearly all actives have a fitted effect of over 55% in size
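WRN at 20 nM final preincubated with compound 15 min at room temperature; reaction started with 100 nM fluorophore/quencher forked duplex oligonucleotide and 2 mM ATP final. Unwinding followed kinetically by red fluorescence (ex 525, em 598 nm).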
An asterisk follows results filed as active; ? = inconclusive; · = not tested or not shown; & = joins results of further samples; [ ] = remark or other dose. Unless noted, calls come from the whole dose curve; as a rule, active = well fitted curve in the direction sought with a large enough effect; inconclusive = small, poorly fitted or top-dose-only effect, or another doubt; inactive = no such curve, though single readings can be large; an effect the other way counts as inactive or inconclusive.

Results follow in this order: aSyn rescue | IL2 activator | Abeta rescue | EPAC1 antag | PLK1 PBD block | EPAC1 agonist | PI5P4K alpha inh | FUS yeast rescue | WRN inhibitor
> CC1=C(C(N)=O)C(c2cccnc2)n2nc(-c3cccc(C)c3)nc2N1 (stereo not drawn)
  -17% | -1.4 | -1% | 2% | ? | 0% | -12 | -18% | 11%
> C=CCn1c(SCC(=O)c2ccc(Cl)s2)nc2ccccc2c1=O
  5% | -1.8 | 3% | 5% | -3% | 1% | 0 | 7% | -1%
> COc1ccc(N(C)C(=O)c2cc3c(s2)-c2c(C)cccc2OC3)c(OC)c1
  11% | -0.5 | -26%&-12% | -18% | -15% | 0% | 3 | ? | -16%
> O=C(NCCC1CCCCN1S(=O)(=O)c1cccs1)C(=O)Nc1ccc(F)cc1 (stereo not drawn)
  0% | 0.3 | 11% | -11% | -5% | 3% | -4 | 1% | -13%
> Cc1cccc(C)c1NC(=O)CNc1ncnc2sc(C)c(C)c12
  -5% | -3.4 | -19% | -26% | 0% | 3% | -6 | -7% | 3%
> COc1ccc(CNC(=O)CN(C)S(=O)(=O)c2ccc3c(c2)c(=O)n(C)c(=O)n3C)cc1
  0% | -2.0 | -8%&-6% | 9% | -12% | 6% | 0 | 20%&-25% | -6%
> COc1ccc2ccc3c(c2c1)N=CC1(O3)N(C)c2ccccc2C1(C)C (stereo not drawn)
  1% | 1.7 | -9% | 2% | -24% | 4% | · | 1% | 79µM*
> Cc1ccc(N=CC=C2OC(C)(C)C(C)(C)O2)cc1
  -7% | -3.1 | -12% | 11% | -8% | 3% | 8 | · | 10%
> CCN(c1ccc(OC)cc1)S(=O)(=O)c1cc(-c2cc(C)no2)ccc1OC
  11% | -0.2 | · | -3% | 2% | -1% | -6 | ? | 2%
> CCOc1cc(/C=N/NC(=O)CSc2nncn2C)ccc1OC(=O)c1ccc(Cl)cc1
  -12% | -3.1 | -4% | ? | -13% | -7% | 0 | 29% | -18%
> Cc1ccc(OCC(=O)N/N=C\c2cn(C)c3ccccc23)c([N+](=O)[O-])c1
  17% | -0.6 | -10% | 3% | -7% | -4% | -21 | -10% | -10%
> c1cncc(CNc2ncn[nH]2)c1
  2% | -1.4 | 11% | 13% | ? | 14% | 7 | -18% | -2%
> COc1cc(CC(NC(C)=O)C(=O)NC2CCN(S(=O)(=O)c3ccc(NC(C)=O)cc3)CC2)cc(OC)c1 (stereo not drawn)
  -4% | -0.6 | -8% | 2% | -7% | -3% | 6 | -21% | 2%
> CC(C)(C)c1cc(NC(=O)c2c(F)cccc2Cl)n(-c2ccccc2)n1
  -7% | 0.3 | 11% | -3% | -3% | -3% | 6 | 17% | -9%
> CCOC(=O)C1(C)CCCN(C(=O)c2ccc3c(c2)CCO3)C1 (stereo not drawn)
  ? | 0.9 | -4% | 5% | 6% | 4% | 2 | -4% | 4%
> O=C(c1csc2c1CCCC2)N1CCN(c2ncccn2)CC1
  -2% | 3.8 | 3% | 8% | -3% | 1% | · | ? | -9%
> Cc1cccc(NC(=O)CCn2c(=O)oc3ccccc32)c1
  7% | 2.2 | 4% | -18% | -7% | 10% | 2 | 11% | -2%
> COC(=O)c1cc(OC)c(OC)cc1NC(=O)c1ccc(C)o1
  2% | -2.3 | 4% | -4% | 0% | 3% | · | 26% | -19%
> O=C1COc2ccc(S(=O)(=O)Nc3ccc4c(c3)OCO4)cc2N1
  -1% | 0.2 | -9% | -9% | -3% | -6% | 0 | 16% | 2%
> Cc1cc(O)ccc1Nc1nc(-c2cccs2)cs1
  -25% | 0.5 | -23% | -12% | -27% | 7% | -2 | ? | -8%
> COc1ccc(-c2coc3cc(OC(=O)N4CCOCC4)ccc3c2=O)cc1
  -8% | -5.6 | -1% | 11% | -7% | -7% | 1 | 2% | 10%
> CCOc1ccc(/C=N/NC(=O)c2c(C)n(C)c3ccc(OC)cc23)cc1
  -1% | 1.3 | -3% | 11% | 1% | -11% | 2 | -1% | -33%[57.1 µM]
> CCCC(=O)Nc1ccccc1NC(=O)CCC
  -8% | 0.0 | 1% | -8% | -7% | 11% | 5 | -9% | 3%
> COc1ccc(Cl)cc1N(CC(=O)Nc1ccccc1C(=O)N1CCOCC1)S(C)(=O)=O
  4% | -1.4 | 3% | -9% | 4% | 0% | 8 | · | -3%
> COc1cccc2c1OCC/C2=N\NC(=O)C(C)Oc1ccc([N+](=O)[O-])cc1 (stereo not drawn)
  -1% | 0.2 | -4% | 0% | -1% | 6% | -5 | -7% | -6%
> CCN(CC)C(=S)SCc1csc(CC(=O)Nc2ccccc2C)n1
  7% | -0.3 | ? | -2% | 0% | 7% | -7 | 20% | -5%
> Cc1ccc(NC(=O)C(C)Sc2nc3nc(C)cc(C)n3n2)cc1 (stereo not drawn)
  -4% | 0.5 | 0% | -23% | -14% | 5% | -8 | 2% | 7%
> Cn1nnnc1SCc1nc2ccccc2[nH]1
  -2% | -1.4 | 13% | 16% | -9% | 8% | 0 | -33% | -25%[57.1 µM]
> COc1ccc(CN2CCNC(=O)C2CC(=O)NCc2ccc(C)s2)c(OC)c1 (stereo not drawn)
  1% | -0.4 | 5% | -16% | -7% | 3% | 6 | 4% | -2%
> CC(C)=N/N=C1\NC(=O)C(C)S1 (stereo not drawn)
  -9% | -0.9 | 3% | 3% | -2% | 12% | 0 | 5% | -1%

In another format: entries from further up.
smiles,aSyn rescue,IL2 activator,Abeta rescue,EPAC1 antag,PLK1 PBD block,EPAC1 agonist,PI5P4K alpha inh,FUS yeast rescue,WRN inhibitor
Cc1ccc(N=CC=C2OC(C)(C)C(C)(C)O2)cc1,-7%,-3.1,-12%,11%,-8%,3%,8,·,10%
CCN(c1ccc(OC)cc1)S(=O)(=O)c1cc(-c2cc(C)no2)ccc1OC,11%,-0.2,·,-3%,2%,-1%,-6,?,2%
CCOc1cc(/C=N/NC(=O)CSc2nncn2C)ccc1OC(=O)c1ccc(Cl)cc1,-12%,-3.1,-4%,?,-13%,-7%,0,29%,-18%
Cc1ccc(OCC(=O)N/N=C\c2cn(C)c3ccccc23)c([N+](=O)[O-])c1,17%,-0.6,-10%,3%,-7%,-4%,-21,-10%,-10%
c1cncc(CNc2ncn[nH]2)c1,2%,-1.4,11%,13%,?,14%,7,-18%,-2%
COc1cc(CC(NC(C)=O)C(=O)NC2CCN(S(=O)(=O)c3ccc(NC(C)=O)cc3)CC2)cc(OC)c1 (stereo not drawn),-4%,-0.6,-8%,2%,-7%,-3%,6,-21%,2%
CC(C)(C)c1cc(NC(=O)c2c(F)cccc2Cl)n(-c2ccccc2)n1,-7%,0.3,11%,-3%,-3%,-3%,6,17%,-9%

Continued.
Results follow in this order: aSyn rescue | IL2 activator | Abeta rescue | EPAC1 antag | PLK1 PBD block | EPAC1 agonist | PI5P4K alpha inh | FUS yeast rescue | WRN inhibitor
> O=C(OCC#CCSc1nnc(-c2cccc3ccccc23)o1)c1cnc[nH]1
  · | -0.3 | 8% | -7% | · | 12% | · | 17% | ·
> CCN(CC(=O)NC1CCS(=O)(=O)C1)C(=O)c1ccc(S(=O)(=O)N(CC)CC)cc1 (stereo not drawn)
  -2% | 0.6 | -20% | -5% | -13% | 10% | -3 | -23% | 6%
> CCOC(=O)c1cc(OC(=O)c2ccccc2)n(-c2ccccc2)n1
  3% | -0.2 | 10% | 3% | ? | 8% | · | 11% | -7%
> Cc1cccc(C)c1OCC(=O)N=Nc1c(O)[nH]c2ccc(Br)cc12
  2% | -0.5 | 6% | 3% | -3% | 2% | · | 15% | 1%
> Cc1ccc(Cn2ncc3c(NCCN(C)C)ncnc32)cc1
  -3% | 0.3 | -14% | 15% | -16% | -7% | 4 | -28% | 3%
> O=C(CSc1ccc(-c2ccco2)nn1)NC1CCCCC1
  2% | -0.6 | 1% | -3% | -19% | 7% | ? | 32% | -28%
> CC1CN(C(C)C(=O)NNC(=O)c2ccc(F)cc2)CC(C)O1 (stereo not drawn)
  4% | 0.6 | -4% | 2% | 7% | -4% | -1 | -3% | 7%
> CC(=O)NC12CC3CC(C1)CC(C(=O)Oc1ccc(N(C)S(=O)(=O)c4cc(C)ccc4C)cc1)(C3)C2
  11% | -1.0 | 0% | -15% | -3% | 29% | 11 | ? | -10%
> NC(=O)Nc1ccc(C(=O)OCC(=O)N(Cc2ccccc2)C2CCS(=O)(=O)C2)cc1 (stereo not drawn)
  -1% | -0.4 | -7% | 3% | 1% | -2% | -5 | 19% | 12%
> O=S1(=O)CCOCCCN1Cc1ccccc1
  -2% | 13 | -11% | 1% | -8% | 10% | 5 | -9% | 7%
> Cc1cc(C)n2nc(SCC(=O)c3ccc[nH]3)nc2n1
  -3% | -1.9 | 19% | -9% | -15% | -10% | -2 | -22% | -11%[57.1 µM]
> CCN1C(=O)[C@H]2[C@H]3CN=C(SCC(=O)c4ccccc4)N3[C@@](CC)(C(=O)OC)[C@H]2C1=O
  17% | 0.0 | 1% | 14% | -25% | -15% | -4 | -25% | 0%
